GLP1R inv ag – qHTS of GLP-1 Receptor Inverse Agonists (Inhibition Mode) | HEK293 GLP-1R CRE-luciferase, luminescence, 24 h; GLP-1R form is constitutively active | AID 624417, 2012 | 410,000 compounds, 1.6% hits | Potency, µM (top dose mostly 38.3 µM), for inactives: at the top dose activity change, negative = inhibition, actives largely listed as inhibitors; note: potency is the fitted concentration of half-maximal effect; % is set by controls: 0 for no effect and ±100 for the full control effect; nearly all actives have a fitted effect of over 55% in size
Target sequence (P43220 whole entry, looked up): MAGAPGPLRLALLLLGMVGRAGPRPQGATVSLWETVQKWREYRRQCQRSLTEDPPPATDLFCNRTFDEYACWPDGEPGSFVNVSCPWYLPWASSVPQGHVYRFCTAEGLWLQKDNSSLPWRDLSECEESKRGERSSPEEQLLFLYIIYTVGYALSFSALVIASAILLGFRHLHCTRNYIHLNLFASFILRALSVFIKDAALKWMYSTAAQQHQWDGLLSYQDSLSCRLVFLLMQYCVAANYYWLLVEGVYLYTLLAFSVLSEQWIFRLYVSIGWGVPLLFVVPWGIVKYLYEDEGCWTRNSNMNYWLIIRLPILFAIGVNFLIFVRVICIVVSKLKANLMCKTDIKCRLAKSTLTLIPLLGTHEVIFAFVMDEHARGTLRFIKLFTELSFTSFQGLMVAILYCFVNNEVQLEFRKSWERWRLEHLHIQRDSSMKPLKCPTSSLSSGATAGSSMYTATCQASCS
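Cells are plated, allowed 12 hours at 37 deg C, then treated with compounds for 24 hr before luciferase detection reagent is added and luminescence is read after 12 min at room temperature. The HEK293 line carries constitutively active GLP-1R with a cAMP-responsive reporter.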
MmCpn inh – Inhibitors of TCP-1 ring complex (TRiC) of Methanococcus maripaludis (MmCpn): qHTS | Chaperonin Mm-Cpn (Methanococcus maripaludis) | purified Mm-Cpn ATPase, ADP Transcreener TR-FRET | Potency, µM (top dose mostly 76.9 µM), inactives show at the top dose activity, negative = inhibition, hits mostly inhibitors | 330,000 compounds, 0.031% hits | AID 504842, 2011; note: potency is the fitted concentration of half-maximal effect; % is set by controls: 0 for no effect and ±100 for the full control effect; nearly all actives have a fitted effect of over 80% in size
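Compound-treated chaperonin, 25 nM final, turns over 10 uM ATP at 37°C for 30 min following a 10 min preincubation; ADP generated competes with ADP-d2 for Eu-cryptate antibody, lowering FRET.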
PTHR1 ag – qHTS for PTHR1 Agonists: Primary Screen | Parathyroid hormone/parathyroid hormone-related peptide receptor (Homo sapiens), Q03431 | HEK293 GP2 PTHR1 cells, GloSensor cAMP luminescence, 1 h | Potency, µM (titrated, usually from 115 µM), inactives show top-dose activation, usual class: activators | 410,000 compounds, 0.075% hits; note: potency is the fitted concentration of half-maximal effect; nearly all actives have a fitted effect of over 55% in size; some results filed as inactive show a strong effect at the top dose; inactives centre near -15; many of its hits are not listed in these tables
Target sequence (Q03431 whole entry, looked up): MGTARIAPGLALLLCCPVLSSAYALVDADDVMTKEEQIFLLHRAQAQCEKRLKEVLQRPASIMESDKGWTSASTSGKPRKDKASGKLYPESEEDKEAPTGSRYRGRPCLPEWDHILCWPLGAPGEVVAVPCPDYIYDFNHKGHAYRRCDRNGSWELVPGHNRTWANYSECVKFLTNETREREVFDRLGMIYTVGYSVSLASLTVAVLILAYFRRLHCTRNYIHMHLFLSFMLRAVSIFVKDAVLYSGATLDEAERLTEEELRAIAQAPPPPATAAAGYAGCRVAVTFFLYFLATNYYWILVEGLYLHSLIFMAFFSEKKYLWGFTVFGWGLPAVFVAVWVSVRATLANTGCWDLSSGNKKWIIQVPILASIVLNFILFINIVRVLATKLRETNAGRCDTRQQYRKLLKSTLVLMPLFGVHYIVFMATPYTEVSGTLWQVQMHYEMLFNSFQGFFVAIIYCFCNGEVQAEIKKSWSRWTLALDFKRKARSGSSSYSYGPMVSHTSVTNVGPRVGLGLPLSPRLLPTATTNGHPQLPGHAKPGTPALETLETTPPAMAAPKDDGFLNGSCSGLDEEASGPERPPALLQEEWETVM
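HEK-293-derived GP2 cells expressing PTHR1 and a GloSensor cAMP reporter, 3,000/well, plated overnight, given luciferin plus IBMX (each 0.5 mM as added) for 1 h at 37 °C, then compound for 1 h at 37 °C. Luminescence was read after 15 min at room temperature.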
aSyn yeast inh – qHTS of alpha-syn Inhibitors; 370,000 compounds, 0.14% hits; Potency, µM (doses to about 46.1 µM), for the others: at the highest dose growth rescue (activation), hits mostly activators; AID 652106, 2013; Yeast expressing alpha-synuclein, growth rescue, BacTiter-Glo, 24 h; note: potency is the fitted concentration of half-maximal effect; % of control where 0% means no effect; nearly all actives have a fitted effect of over 65% in size
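Readout is rescue of growth in alpha-synuclein-expressing yeast, so inhibitors of toxicity appear as activators. Growth after 24 hr at 30 deg C in galactose medium is quantified by luminescence.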
Akt phos inh – HTS Assay for Inhibitors of Akt Phophorylation: Primary Screen | Neuro2A IGF-stimulated pAkt S473 HTRF, 20 min; hits give low values | activity change, % for hits at 50 µM | 360,000 compounds, 0.32% hits | AID 651550, 2012; in the data active = activity change below about -80%; inconclusive = mostly about -51% to -80%; note: % is set by controls: 0 for no effect and ±100 for the full control effect
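Neuro2A cells (4,500/well, DMEM with 0.5% FBS) were treated with compound at a single 50 µM final concentration, stimulated with 6 nM IGF for 20 min at 37 °C, and lysed. Phospho-Akt Ser473 was read by HTRF as 665/615 ratio ×10^4.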
TDP-43 yeast inh – qHTS of TDP-43 Inhibitors. TDP-43 expressing yeast growth rescue, BacTiter-Glo, 24 h. Potency, µM (doses to about 46.1 µM), inactives show top-dose growth rescue (activation), most hits filed as activators. 410,000 compounds, 1.8% hits; note: potency is the fitted concentration of half-maximal effect; % of control where 0% means no effect; nearly all actives have a fitted effect of over 50% in size
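Yeast cells expressing TDP-43 under galactose induction are exposed to compounds for 24 hr at 30 deg C. BacTiter-Glo luminescence measures growth, so protective compounds score as activators.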
FUS yeast rescue – qHTS for Suppressors of FUS Proteinopathy: Primary screen using FUS-linked yeast assay. S. cerevisiae FUS-expressing, growth rescue, OD600, 24 h. Potency, µM (highest dose often 76.6 µM), for the others: at the highest dose growth rescue (activation), actives largely listed as activators. 390,000 compounds, 0.24% hits;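 note: potency is the fitted concentration of half-maximal effect; plate controls were DMSO vehicle for no effect and reference control for full effect; nearly all actives have a fitted effect of over 55% in size; some results filed as inactive show a strong effect at the top dose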
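Yeast FUS proteinopathy model; galactose-induced FUS (2%), starting OD 0.005. Cpds in dilution series, 24hr, 30C, 99% humidity. Abs 600 nm growth. Pos ctrl CP55940 (top 92uM final); neg ctrl DMSO.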
GLP1R cytotox – qHTS of GLP-1 Receptor Inverse Agonists: Cytotox Screen; HEK293 cAMP-luciferase reporter cells, luminescence, 24 h; Potency, µM (top dose mostly 38.3 µM), for the others: at the highest dose activity change, negative = inhibition, most hits filed as inhibitors; 410,000 compounds, 0.13% hits;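 note: loss of luciferase light is scored as toxicity; potency is the fitted concentration of half-maximal effect; % is set by controls: 0 for no effect and ±100 for the full control effect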
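MLSMR compounds, 24 hr on cells at 37 deg C/5% CO2; luminescence after luciferase reagent (12 min RT). Inhibition counted as the undesired cytotoxic outcome.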
Abeta rescue – qHTS for compounds that reverse cellular toxicity of Amyloid beta (A-beta) peptide in yeast: Primary Screen | AID 1347071, 2019 | Potency, µM (doses to about 46.1 µM), inactives show top-dose growth rescue, usual class: activators | 410,000 compounds, 0.063% hits | yeast expressing A-beta42, growth rescue, OD600, 48 h; response scale: 0% DMSO, 100% iron-clioquinol control; note: potency is the fitted concentration of half-maximal effect; nearly all actives have a fitted effect of over 55% in size
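Growth rescue measured by 600 nm absorbance after 48 h yeast culture at 30 C with compound. Values normalized between DMSO and an equimolar ferric chloride plus clioquinol control.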
* hit, by the source's call; i = inactive; ? = inconclusive; / = no result given; [ ] = dose if it differs, or a comment. Unless noted, calls come from the whole dose curve; as a rule, active = well fitted curve in the direction sought with a large enough effect; inconclusive = small, poorly fitted or top-dose-only effect, or another doubt; inactive = no such curve, though single readings can be large; an effect the other way counts as inactive or inconclusive. Not all compounds are listed. The share of hits here may be higher or lower than overall.

Order of values – GLP1R inv ag	MmCpn inh	PTHR1 ag	aSyn yeast inh	Akt phos inh	TDP-43 yeast inh	FUS yeast rescue	GLP1R cytotox	Abeta rescue
1. CCCCNCCCOc1cc(Cl)ccc1Cl
→ ?	2%	-4%[57.5 µM]	-4%	i	0%	3%	-8%	-20%
2. O=C(CSc1nc2c(c(=O)[nH]1)CCC2)Nc1cccc(F)c1
→ 16%	-2%	i	-7%	i	-1%	-6%	-5%	-6%
3. Cc1ccc(Oc2ncc(CN3CCOCC3)s2)cc1
→ 0%	0%	-3%[57.5 µM]	2%	i	-10%	16%	2%	5%
4. COc1ccc(S(=O)(=O)NCc2cc(=O)n(C)c(=O)n2C)cc1C
→ -6%	2%	i	-10%	i	21%	1%	-5%	4%
5. COC(=O)Cn1cc(C(=O)C(C)(C)C)c2ccccc21
→ -10%	3%	i	0%	i	20%	-30%	1%	-3%
6. COc1ccc(-c2n[nH]c3c2CN(C(=O)c2ccccc2)CC3)cc1
→ 56%	1%	-29%	0%	i	12%	10%	-10%	-13%
7. Cc1ccc2c(c1)N(CC(=O)Nc1ncccc1C)C(=O)C(C(C)C)O2 (stereo unspecified)
→ ?	2%	i	4%	i	16%	6%	-14%	-3%
8. COc1ccc(-c2nc3cc(C)ccn3c2NC(=O)c2ccc(F)cc2)cc1
→ -25%	/	i	/	/	27%	-14%	-2%	10%
9. CCC(CO)n1cnnc1-c1ccncc1 (stereo unspecified)
→ 14%	1%	-2%	-1%	i	10%	-10%	-7%	4%
10. COc1cccc(C(=O)N2CCN(c3ncccn3)CC2)c1
→ 18%	1%	-29%[57.5 µM]	4%	i	-4%	9%	8%	-2%
11. Cc1cccc(N2CCN(S(=O)(=O)c3ccc(S(=O)(=O)N4CCCC4)cc3)CC2)c1C
→ 10%	-1%	i	-3%	i	-3%	-7%	-22%	4%
12. CS(=O)(=O)/C(C#N)=C/c1cccn1S(=O)(=O)c1ccccc1
→ -12%	1%	-24%	1%	i	7%	8%	4%	10%
13. COc1ccc(CNC(=O)C2CCCCN2S(=O)(=O)c2ccc(F)cc2)cc1 (stereo unspecified)
→ -21%	/	i	/	/	15%	12%	1%	-25%
14. Cc1ccc(NC(=O)C(c2ccccc2)N2CCN(C(=O)c3ccco3)CC2)cc1Cl (stereo unspecified)
→ ?	1%	-15%	-2%	i	10%	29%	-5%	-2%
15. Cc1ccc(NC(=S)N2CCC(C(=O)c3ccc(F)cc3)CC2)cc1C
→ ?	/	-15%	1%	i	?	12%	0%	?

3 structures already listed, ordered by SMILES length, low to high:
Order of values – GLP1R inv ag	MmCpn inh	PTHR1 ag	aSyn yeast inh	Akt phos inh	TDP-43 yeast inh	FUS yeast rescue	GLP1R cytotox	Abeta rescue
1. CCCCNCCCOc1cc(Cl)ccc1Cl
→ ?	2%	-4%[57.5 µM]	-4%	i	0%	3%	-8%	-20%
5. COC(=O)Cn1cc(C(=O)C(C)(C)C)c2ccccc21
→ -10%	3%	i	0%	i	20%	-30%	1%	-3%
11. Cc1cccc(N2CCN(S(=O)(=O)c3ccc(S(=O)(=O)N4CCCC4)cc3)CC2)c1C
→ 10%	-1%	i	-3%	i	-3%	-7%	-22%	4%

New compounds follow
Order of values – GLP1R inv ag	MmCpn inh	PTHR1 ag	aSyn yeast inh	Akt phos inh	TDP-43 yeast inh	FUS yeast rescue	GLP1R cytotox	Abeta rescue
16. COc1cc(C)ccc1OCCSc1nc2ccc(NC(=O)c3ccc4c(c3)OCO4)cc2s1
→ ?	/	-17%	/	/	-1%	9%	3%	-7%
17. CC(C)(C)c1nnc(NC(=O)c2ccc3c(c2)OCO3)s1
→ 16%	0%	-23%	-19%	i	-91%[inhibitor]	10%	1%	1%
18. C#CCN(C[C@H]1[C@H](OC(=O)Nc2c(C)noc2C)[C@H](OC(=O)Nc2c(C)noc2C)C[C@@H](C(=O)OC)[C@H]1C(=O)OC)S(=O)(=O)c1ccc(C)cc1
→ 2%	/	-11%	0%	i	22%	39%	-8%	-5%
19. COc1cc(C)ccc1OCc1cc(C(=O)N2CCN(C3CCCCC3)CC2)no1
→ ?	0%	i	-5%	i	3%	2%	6%	/
20. O=C(COC(=O)C1CC(O)CN1C(=O)Oc1ccccc1)c1ccc(Br)cc1 (stereo unspecified)
→ -1%	-1%	-1%	3%	i	7%	12%	7%	8%
21. COc1cccc(OCC(=O)NNC(=O)c2cccs2)c1
→ 17%	-3%	i	0%	i	3%	3%	-10%	-2%
22. COc1ccc(-c2[nH]c(-c3ccccc3)nc2SCC(=O)Nc2ccc3c(c2)OCCO3)cc1
→ ?	/	-22%	/	/	6%	4%	-28%	8%
23. CCCCOc1ccc(/C(O)=C2/C(=O)C(=O)N(CCN(C)C)C2c2ccc(O)c(OC)c2)cc1 (stereo unspecified)
→ 2%	-3%	i	-8%	i	9%	0%	7%	-20%
24. COc1ccc(NC(=O)Cn2c(C)cc(=O)c3cccc(OC)c32)cc1
→ -2%	-2%	18%	4%	i	-1%	5%	15%	-4%
25. O=[N+]([O-])c1ccc(S(=O)(=O)CC(CN2CCOCC2)N2CCOCC2)cc1 (stereo unspecified)
→ 9%	2%	i	-5%	i	-6%[0.397 µM]	-3%	-21%	-1%
26. CC(C)(C)C(=O)NCCc1csc2nc(-c3ccc(F)cc3)nn12
→ -5%	/	-20%	/	/	0%[9.22 µM]	-8%	1%	10%
27. O=C(CN(Cc1cccs1)S(=O)(=O)c1ccc(S(=O)(=O)N2CCCCC2)cc1)Nc1ccccc1
→ 17%	0%	-4%	0%	i	5%	/	12%	1%
28. CN(C)C(=O)c1ccc(Nc2nnc(-c3ccc(O)cc3)c3ccccc23)cc1
→ 10%	-1%	i	-3%	i	-2%	2%	-3%	-9%
29. O=C(OCc1ccccc1)N1CCCCC1c1c(Cl)cccc1Br (stereo unspecified)
→ ?	/	-10%	-11%	i	7%	0%	33%[activator]	-10%
30. COc1ccc(/C=C/C(=O)N(C)C2CCS(=O)(=O)C2)cc1 (stereo unspecified)
→ 48%[activator]	0%	i	0%	i	-2%	-13%	2%	1%

The results go on:
Order of values – GLP1R inv ag	MmCpn inh	PTHR1 ag	aSyn yeast inh	Akt phos inh	TDP-43 yeast inh	FUS yeast rescue	GLP1R cytotox	Abeta rescue
31. Cc1c(NS(=O)(=O)c2ccc3c(c2)Cc2ccccc2-3)c(=O)n(-c2ccccc2)n1C
→ -5%	-2%	i	0%	i	16%	1%	-1%	14%
32. COc1ccc(C=NC(CO)C(O)c2ccc([N+](=O)[O-])cc2)cc1 (stereo unspecified)
→ 16%	0%	i	3%	i	12%	-25%	8%	7%
33. O=C(NCCc1ccccc1)c1cc(-c2cccc(Cl)c2)on1
→ 6%	/	i	/	/	8%	5%	1%	-15%
34. CC1(C)CC(NCc2ccc3c(c2)OCO3)CCO1 (stereo unspecified)
→ -1%	0%	i	-4%	i	?	13%	-7%	6%
35. CCOC(=O)C1(Cc2ccccc2Cl)CCN(C(=O)c2cc(C)on2)CC1
→ ?	1%	5%	18%	i	25%	29%	-4%	-10%
36. CCc1ccc(OCCCOc2ccc(C=O)cc2)cc1
→ 12%	2%	-31%	26%	i	-25%	12%	-7%	-6%
37. Cc1oc(C(=O)Nc2ccc(C(=O)O)cc2)cc1COc1ccccc1
→ 0%	-5%	-24%	1%	i	9%	12%	1%	-7%
38. COc1ccccc1/C=C1/C(=O)N(c2ccccc2)N=C1C
→ -2%	-5%	i	6%	i	-59%[inhibitor]	39%	0%	25%
39. Cc1ccc(NC(=O)Cn2nnc(C(=O)NCCc3ccccc3)c2N)cc1
→ -7%	/	i	/	/	13%	11%	-8%	-1%
40. CN(C)/C=N/C1=C(C#N)C(c2cccs2)c2ccc3ccccc3c2O1 (stereo unspecified)
→ ?	1%	i	0%	i	14%	33%	?	-6%
41. Cc1ccc(S(=O)(=O)N2CCCOC2CNC(=O)C(=O)NCc2ccco2)cc1 (stereo unspecified)
→ 13%	-1%	i	2%	i	-3%	/	-19%	17%
42. Cc1ccccc1CCN1CCCC(CN(C)C(=O)c2ccc3ncccc3c2)C1 (stereo unspecified)
→ 5%	1%	i	10%	i	-5%	3%	3%	-4%
43. COc1ccc(NC(=O)CCCN2C(=O)CCn3nc(-c4cn(C)c5ccccc45)cc32)cc1
→ -11%	/	i	/	/	-3%	?	-15%	-15%

Part of the list above, showing only MmCpn inh, GLP1R cytotox and TDP-43 yeast inh.
no. | SMILES | MmCpn inh | GLP1R cytotox | TDP-43 yeast inh
39 | Cc1ccc(NC(=O)Cn2nnc(C(=O)NCCc3ccccc3)c2N)cc1 | / | -8% | 13%
40 | CN(C)/C=N/C1=C(C#N)C(c2cccs2)c2ccc3ccccc3c2O1 (stereo unspecified) | 1% | ? | 14%
41 | Cc1ccc(S(=O)(=O)N2CCCOC2CNC(=O)C(=O)NCc2ccco2)cc1 (stereo unspecified) | -1% | -19% | -3%
42 | Cc1ccccc1CCN1CCCC(CN(C)C(=O)c2ccc3ncccc3c2)C1 (stereo unspecified) | 1% | 3% | -5%
43 | COc1ccc(NC(=O)CCCN2C(=O)CCn3nc(-c4cn(C)c5ccccc45)cc32)cc1 | / | -15% | -3%
